# TEAD-YAP inh: TEAD-YAP interaction inhibition; HEK-TIYL cells, TEAD-Gal4/YAP UAS-luciferase luminescence; inhibition, % at 9.12 µM; hit rate 1.4% among 640,000; AID 1259422; in the data active = inhibition above about 32%;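 note: 0% = median of test compound wells and 100% = reference inhibitor wells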
# MITF inh: inhibitors of human MITF; O75030; AlphaScreen MITF homodimerization, bead proximity signal; inhibition, % at 2.6 µM; hit rate 0.91% among 650,000; AID 1259374; in the data active = inhibition above about 50%;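 note: 0% = vehicle wells with protein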
# Target sequence (O75030 whole entry, looked up): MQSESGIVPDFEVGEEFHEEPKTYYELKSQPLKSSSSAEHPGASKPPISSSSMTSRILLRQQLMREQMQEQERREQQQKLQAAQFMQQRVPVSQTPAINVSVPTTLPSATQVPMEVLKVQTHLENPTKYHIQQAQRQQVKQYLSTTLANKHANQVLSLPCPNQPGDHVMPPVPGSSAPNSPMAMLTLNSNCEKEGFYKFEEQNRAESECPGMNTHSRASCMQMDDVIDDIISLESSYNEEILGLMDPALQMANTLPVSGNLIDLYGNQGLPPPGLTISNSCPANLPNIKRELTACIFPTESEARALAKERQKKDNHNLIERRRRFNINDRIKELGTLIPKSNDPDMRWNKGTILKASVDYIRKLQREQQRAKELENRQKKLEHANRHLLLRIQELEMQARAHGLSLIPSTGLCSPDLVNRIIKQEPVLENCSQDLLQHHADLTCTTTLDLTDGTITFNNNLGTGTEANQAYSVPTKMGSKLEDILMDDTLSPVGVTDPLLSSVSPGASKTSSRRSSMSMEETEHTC
# FBW7 activator: activators of human E3 ligase FBW7; hit rate 0.13% among 650,000; Q969H0; AlphaScreen FBW7–phospho-cyclin E peptide binding, activator screen; normalized activity (activation), % at 26.1 µM; in the data active = normalized activity above about 1.9%;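 note: purified mutant Fbw7 with reduced substrate affinity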
# GPR151 ag: activates the human receptor GPR151. hit rate 1% among 650,000. PathHunter beta-arrestin GPR151 cells, luminescence. activation, % at 11.2 µM. AID 1508602. Q8TDV0; in the data active = activation above about 4.9%;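 note: 0% = median of compound wells and 100% = cells with positive control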
# Target sequence (Q8TDV0 whole entry, looked up): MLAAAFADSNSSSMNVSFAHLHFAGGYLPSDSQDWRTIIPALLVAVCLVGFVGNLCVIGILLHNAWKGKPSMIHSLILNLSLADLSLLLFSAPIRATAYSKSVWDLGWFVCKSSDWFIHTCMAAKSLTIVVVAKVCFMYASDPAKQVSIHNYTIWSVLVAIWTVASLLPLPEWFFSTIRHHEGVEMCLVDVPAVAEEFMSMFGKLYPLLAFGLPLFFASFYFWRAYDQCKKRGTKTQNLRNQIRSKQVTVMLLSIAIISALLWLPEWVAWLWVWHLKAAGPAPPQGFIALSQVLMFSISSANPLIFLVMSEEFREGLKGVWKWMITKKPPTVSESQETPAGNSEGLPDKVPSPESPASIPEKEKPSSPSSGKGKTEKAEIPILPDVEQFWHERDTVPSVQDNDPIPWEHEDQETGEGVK
# Starred values were filed as active, the others as inactive; & = joins results of further samples. Random draw from the library. About 3.4% of those tested had a hit in this group.
Compound	TEAD-YAP inh	MITF inh	FBW7 activator	GPR151 ag
CCCCCOC(=O)c1c(C)oc2ccc(NS(=O)(=O)c3ccc(Cl)cc3)cc12	11.0	0.1	0.1	-0.1
Cc1ccc(CN2CCN(C3CCCC3)C(CCO)C2)cc1C (stereo not drawn)	-0.8	-8.6	-0.1	0.7
CN(C)CCN(C1CCN(CCc2cccs2)CC1)S(=O)(=O)c1cccs1	8.1	11.3	0.0	0.7
COc1cc(NC(=O)Cc2ccc(-c3ccccc3)cc2)ccc1N1CCCC1=O	11.9	15.4	-0.2	1.0
Fc1ccc(NC(=S)N2CCN(C(=S)Nc3ccc(F)cc3)CC2)cc1	-6.0	3.9	0.2	-0.3
Cc1ccc(-c2cnc(SCC(=O)Nc3nccs3)n2CC(C)C)cc1	6.9	-0.2	-0.4	-0.1
CN(C)CCCNC(=O)/C=C/c1ccc2c(c1)OCO2	7.3	5.2	0.3	-1.6
OCc1nc2ccccc2n1Cc1ccc(Br)cc1	-0.2	16.4	-0.1	-1.1
COc1cc(-c2c(NC(=O)c3ccc(F)cc3)oc3ccccc3c2=O)cc(OC)c1OC	-5.9	-8.3	0.0	2.7
COc1ccccc1Oc1ccc2c(c1)C(=O)N(c1ccc(-c3cnc4ccccc4n3)cc1)C2=O	-8.2	4.4	0.0	-3.1
CCOC(=O)CNC(=O)c1cnc(Nc2ccc(OC)cc2)c2ccccc12	-3.9	0.6	-0.1	0.6
Cc1ccc(N=C2NC(=O)/C(=C\c3ccc(-c4cc(Cl)ccc4Cl)o3)S2)c(C)c1	6.2	0.8	0.0	1.2
CSc1ccccc1C(=O)NCC1Cc2cc(-c3nc(C)cnc3C)ccc2O1 (stereo not drawn)	5.9	14.5	0.7	-0.1
CC(=O)N1N=C(c2c(-c3ccccc3)c3cc(Cl)ccc3[nH]c2=O)CC1c1ccccc1F (stereo not drawn)	-0.9	2.4	-0.2	-0.6
Cc1ccn(CC(=O)N2CCC(C3(C)NC(=O)N(Cc4ccc(F)cc4)C3=O)CC2)n1 (stereo not drawn)	3.6	-2.1	-0.1	-0.5
Cc1cccc(C(=O)N2CCN(c3ccc(N4CCOCC4)nn3)CC2)c1	11.8	2.6	0.1	-0.2
Cc1ccc(C2=NN(CCC(=O)NC3CC3)C(=O)CC2)cc1	-8.1	3.9	-0.1	1.0
Cc1ccc(OCC(=O)Nc2ccc(C(C)C)cc2)cc1C	6.6	-23.4	0.0	-1.3
Nc1nc2n(n1)C(c1c(F)cccc1Cl)CC(c1ccccc1)N2 (stereo not drawn)	-5.7	-23.2	0.1	-0.3
O=C1Nc2cc(C(=O)N3CCN(C(=O)c4ccco4)CC3)ccc2Sc2ccccc21	-2.6	7.0	-0.2	-0.2
COc1ccc(Oc2nc3ccc(OC)cc3cc2C#N)cc1	-12.0	-0.9	0.1	0.2
COC(=O)COc1ccccc1C1NC(=S)NC(C)=C1C(=O)OC (stereo not drawn)	8.1	2.5	0.0	2.1
COC(=O)C1=C(C)NC(C)=C(C(=O)OC)C1c1cccc(O)c1	7.6	1.4	0.0	0.8
COc1ccc(C(=O)/C=C/Nc2ccccc2[N+](=O)[O-])cc1	-51.9&-27.6	3.9&14.0	0.0&0.2	0.6&0.1
CCOC(=O)c1ccc(S(=O)(=O)N2CCN(C3CCCCCC3)CC2)cc1	6.2	6.9	0.1	-1.4
O=C(Nc1ccc(F)c([N+](=O)[O-])c1)c1ccc(Br)cc1	10.3	15.5	0.1	0.4
CNC(=S)N(Cc1ccco1)Cc1cc2cc(C)ccc2n2nnnc12	12.1	5.7	-0.4	2.6
COc1ccc(-c2c(C)c3ccc(O)c(CN4CCN(C)CC4)c3oc2=O)cc1OC	3.4	-16.6	0.0	-1.4
Cc1cc(-c2nnc(NC(=O)c3ccc4ccccc4c3)o2)nn1C	-8.9	-2.9	-0.3	3.7
Cc1cc(=O)oc2cc(OC(C)C)ccc12	2.5	6.5	0.2	-1.1

# Single entries from the list:
# Under MITF inh, COC(=O)COc1ccccc1C1NC(=S)NC(C)=C1C(=O)OC (stereo not drawn) shows 2.5
# Under GPR151 ag, O=C1Nc2cc(C(=O)N3CCN(C(=O)c4ccco4)CC3)ccc2Sc2ccccc21 shows -0.2

# Additional records follow:
Compound	TEAD-YAP inh	MITF inh	FBW7 activator	GPR151 ag
COc1ccc(C2NC(=O)c3n[nH]c(C)c32)cc1OC (stereo not drawn)	-3.6	1.5	0.3	-0.5
CC(Nc1ncnc2sccc12)C1CC2CCC1C2 (stereo not drawn)	28.4	12.0	0.3	0.6
Cc1ccc(S(=O)(=O)N/N=C/c2ccc([N+](=O)[O-])o2)cc1[N+](=O)[O-]	7.4	-0.7	-0.1	0.9
COCCn1c(=O)[nH]c2nc(-c3cccc(OC)c3)cnc21	4.6	-0.2	0.3	-0.2
O=C(Nc1nnc(-c2ccccc2I)s1)c1ccc2c(c1)OCO2	-7.0	8.3	0.0	-0.6
COC(=O)C1=C(C)NC(C)=C(C(=O)OC)C1c1cn(-c2ccccc2)nc1-c1ccc(OC)cc1	8.8	8.4	0.5	0.6
CC(NS(=O)(=O)c1ccc(F)cc1)C(=O)Nc1ccc2c(c1)OCO2 (stereo not drawn)	-3.9	-1.3	-0.1	-0.3
O=C(c1cccc([N+](=O)[O-])c1)n1nc(NCc2cccs2)nc1NCc1cccs1	-0.6	-0.3	0.0	0.6
C=CCc1ccc(OCC(=O)N/N=C/c2cc([N+](=O)[O-])ccc2O)c(OC)c1	21.7	-22.3	-0.3	0.9
c1ccc(CN2CCN(c3ncccn3)CC2)nc1	-1.6	13.7	0.8	-2.6
C=CCNC(=O)c1c(NC(=O)c2cccs2)sc2c1CCC(C(C)(C)C)C2 (stereo not drawn)	-17.6	10.0	-0.1	0.0
CC1CCc2cc(F)ccc2N1S(=O)(=O)c1c(N)n(C)c(=O)n(C)c1=O (stereo not drawn)	-5.7	-1.7	0.3	-0.2
O=C(NNC(=O)c1cccs1)c1ccco1	-9.1	3.2	-0.3	0.3
CCOC(=O)c1c(NC(=O)C(C)Sc2nnc(CNC(=O)c3cccc(OC)c3)n2-c2ccccc2OC)sc2c1CCCC2 (stereo not drawn)	9.0	2.0	0.0	0.2
Cc1cc(C(=O)O)ccc1NC(=O)CNC(=O)C1CCCCC1	0.7	2.1	0.9	-1.5
COc1ccc(C2=NN(C(=O)CCC(=O)O)C(c3cc4cccc(C)c4nc3Cl)C2)cc1OC (stereo not drawn)	3.0	-7.1	-0.1	-1.0
COc1cc(C2NC(=O)N(C)C(C)=C2C(=O)OC2CCCC2)cc(Br)c1O (stereo not drawn)	-0.5	-3.6	0.1	-0.6
CCOC(=O)N1CCN(C(=O)CNC(=S)N(Cc2cccs2)C2CCCCC2)CC1	-8.3	-5.3	0.0	-0.7
O=C(Nc1ccc(F)c(F)c1)c1ccc([N+](=O)[O-])cc1[N+](=O)[O-]	-3.6	-22.4	-0.3	0.4
CCC(C)n1c(=N)c(C(N)=O)cc2c(=O)n3cc(C)ccc3nc21 (stereo not drawn)	2.9	2.4	0.0	-0.2
COCCNc1cc(=O)n(C)c(=O)n1Cc1ccccc1	8.1	12.6	0.2	1.1
CC1(C)CC(=O)C2=C(C1)Nc1ccccc1NC2c1cc2c(cc1[N+](=O)[O-])OCO2 (stereo not drawn)	-55.9	5.4	0.8	-0.3
O=C(Nc1cccc(F)c1)c1ccccc1Br	-18.8	19.9	0.2	-1.1
CN(C)c1ccc(/C=C/C=N/NC(=O)CC(=O)N/N=C/C=C/c2ccc(N(C)C)cc2)cc1	8.0	-25.2	-0.1	0.7
O=C1NC(c2ccccc2)=C(c2ccc3ccccc3n2)C(c2ccncc2)N1 (stereo not drawn)	3.4	-17.7	0.0	-0.2
CN1CCCC(Oc2ccc(C(=O)Nc3ccc4[nH]ncc4c3)cn2)C1 (stereo not drawn)	6.4	14.3	0.0	-0.7
O=C1NC(=S)S/C1=C\c1cccc(Br)c1	-4.8	15.7	0.7	2.4
Oc1ccc(CNc2ccc(Cl)cc2)c2cccnc12	26.2	48.6	-1.3	-1.8
Cc1ccccc1-n1c(SCC(=O)Nc2cccc([N+](=O)[O-])c2)nnc1-c1cccnc1	10.7	-10.0	-0.2	0.7
COc1ccc(C2CC(=O)NC(SCC(=O)Nc3ccc(Cl)cc3)=C2C#N)cc1 (stereo not drawn)	9.4	-3.5	-0.1	-0.4

# (more compounds)
Compound	TEAD-YAP inh	MITF inh	FBW7 activator	GPR151 ag
O=C(O)c1ccccc1C(=O)Nc1nc2ccc([N+](=O)[O-])cc2s1	-0.8	-2.5	-0.1	-1.4
COc1ccc(CCNC(=O)c2csc(-c3c(C)noc3C)n2)cc1	-6.2	15.0	0.3	-0.2
O=c1cc(-c2ccccc2)oc2cccc(O)c12	-21.0	-0.3	0.1	-2.0
CCN1CCN(c2ccc(NC(=O)c3cc(Cl)cc(Cl)c3O)cc2)CC1	13.4	16.4	0.8	-0.7
Cc1ccc(NC(=O)C2CC=CCC2C(=O)O)cc1[N+](=O)[O-] (stereo not drawn)	-13.7	49.9	0.1	-1.5
CN1CCN(c2ccc(-c3nc(NCCOc4ccccc4)c4ncn(-c5ccccc5)c4n3)cc2)CC1	6.6	-5.5	-0.1	1.5
O=C1/C(=C\c2ccc3c(c2)OCO3)N=C2N1C(=O)C1CSCN21 (stereo not drawn)	5.1	5.7	-0.1	0.5
CCCc1c(C(=O)N[C@H]2C[C@H]3C(=O)N[C@H](CC(C)C)C(=O)N3C2)cnn1-c1ccccc1	12.9	14.1	1.1	-2.4
Cc1cc(NCc2ccccn2)n2c(nc3ccccc32)c1C#N	-4.7	1.1	-0.1	-1.1
CC(C)n1cnc2c(Nc3ccccc3)nc(-c3ccc(C(=O)N4CCN(C)CC4)cc3)nc21	14.3	-3.9	0.0	-0.8
CC/C(C)=N/NC(=O)COc1ccc(OC)cc1	1.2	18.2	0.6	-1.6
Cc1cc2c(nc3s/c(=C\c4cccc(F)c4)c(=O)n32)c(Br)c1C	-3.3	-2.2	-0.1	0.0
COc1ccc(C(=O)Nc2ccccc2C(=O)NC2CCCCC2)cc1	-6.6	6.0	0.0	-0.8
Nc1ccc2c(c1)OC1(CCCC1)O2	93.7*	10.8	-0.6	-1.0
Cc1nnc(SCC(=O)NC(C)(C)C)n1CCc1ccccc1	5.2	10.4	0.0	0.1
O=C(NCc1ncc(C(F)(F)F)cc1Cl)c1c(C(F)(F)F)nc2ccccn12	2.3	6.5	-0.3	0.2
CCC/C=N/NC(=O)c1ccc(C)cc1C	-15.2	-5.9	-0.1	1.1
CC(=O)C1C(c2ccc(F)cc2)C2C(C)=NN=C2CC1(C)O (stereo not drawn)	8.5	12.1	0.3	1.5
CCOC(=O)c1c(NC(=O)c2ccccc2F)sc(C(=O)Nc2cccc(C(F)(F)F)c2)c1C	6.5	-22.5	-0.3	0.2
COc1ccc(NC(=O)CCN2CCN(S(=O)(=O)c3ccc(OC)cc3)CC2)cc1	14.1	13.1	1.2	-1.4
CC1(C)CC(=O)C(C(O)c2ccc([N+](=O)[O-])cc2)C(C)(C)N1 (stereo not drawn)	14.3	1.5	-0.1	1.5
COc1ccc(CC(=O)Nc2cccc(C)n2)cc1C	-8.5	-0.2	0.0	-0.7
Cc1ccc(OCC(=O)OC(C)CN2CCCCC2)cc1 (stereo not drawn)	0.3	-5.7	-0.3	-0.1
COc1ccc(CCNC(=O)c2cnc(Nc3ccc(-n4ccnc4)cc3)s2)cc1	-1.7	4.4	0.0	0.6
N#C/C(=C/c1cccc([N+](=O)[O-])c1)C(=O)Nc1ccc(Cl)cc1[N+](=O)[O-]	2.0	-7.2	-0.1	0.6
CCc1nnc(SCC(=O)Nc2cc(OC)cc(OC)c2)c2cc3oc(C)cc3n12	-1.3	13.7	0.7	0.2
Cc1cccc(C(=O)Nc2ccc(S(=O)(=O)N3CCOCC3)cc2)c1	14.8	5.0	0.2	-1.3
CC1CCc2c(sc(NC(=O)Nc3ccccc3)c2C#N)C1 (stereo not drawn)	4.7	23.4	0.1	-0.4
CCC(C)(C(=O)NC1CCCCC1)N(C)C(=O)Cc1cccs1 (stereo not drawn)	7.0	9.3	0.3	-0.4
Cc1ccc(N2C(=O)c3ccc(-c4nc5ccccc5c(=O)o4)cc3C2=O)cc1	-3.6	8.3	1.1	-1.7

# (more compounds)
Compound	TEAD-YAP inh	MITF inh	FBW7 activator	GPR151 ag
O=C(NCc1ccc2c(c1)OCO2)C1CCN(Cc2nc3ccccc3[nH]2)CC1	-6.5	62.7*	-0.5	0.2
CCOC(=O)c1c(NC(=O)c2c(C)cnn2C)sc2ccccc12	0.2	-9.3	0.3	0.1
C=CCNC(=S)NNC(=O)c1cccs1	-5.1	-12.1	0.0	-1.0
CCOc1cc(/C=C2\NC(=O)N(Cc3ccc(Cl)cc3)C2=O)ccc1OC	-3.5	10.5	0.0	0.4
CCC(OC(=O)C1=Cc2ccccc2OC1)C(=O)NCC1CCCO1 (stereo not drawn)	-4.3	-0.7	0.2	0.9
COc1ccc(/C(C)=N/Nc2nc3c(c(=O)[nH]c(=O)n3C)n2CC(C)C)cc1	4.9	3.7	0.1	0.6
COc1ccc(C2SCCN2S(=O)(=O)c2ccc(-c3ccccc3)cc2)cc1 (stereo not drawn)	-4.8	-2.2	-0.1	-0.5

# Single records (already shown):
# CCOc1cc(/C=C2\NC(=O)N(Cc3ccc(Cl)cc3)C2=O)ccc1OC reads TEAD-YAP inh: -3.5; MITF inh: 10.5; FBW7 activator: 0.0; GPR151 ag: 0.4
# O=C(NCc1ccc2c(c1)OCO2)C1CCN(Cc2nc3ccccc3[nH]2)CC1 reads TEAD-YAP inh: -6.5; MITF inh: 62.7*; FBW7 activator: -0.5; GPR151 ag: 0.2

# Assay outcomes as filed in PubChem.
